NPC1 promoter act: qHTS Assay for NPC1 Promoter Activators | Potency, µM (doses to about 9.22 µM), for the others: at the top dose activation, hits mostly activators | Huh7 NPC1 promoter luciferase reporter, 24 h | 320,000 compounds, 2.4% hits;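 further: potency means the concentration at half of the fitted maximal effect; % of control where 0% means no effect; nearly all actives have a fitted effect of over 60% in size; reporter is driven by a mutant NPC1 promoter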
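Quantitative HTS used a cell-based reporter: Huh7 cells stably bearing the NPC1 promoter upstream of luciferase were treated with compounds for 24 h, and promoter activation was read as luminescence.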
Tb PFK block: qHTS Assay to Find Inhibitors of T. brucei phosphofructokinase | ATP-dependent 6-phosphofructokinase (Trypanosoma brucei brucei), O15648 | T. brucei PFK, ADP-Glo luminescence | Potency, µM (top dose mostly 57.5 µM), for inactives: at the top dose activity, negative = inhibition, actives largely listed as inhibitors | 330,000 compounds, 0.17% hits | AID 485367, 2010;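 further: potency means the concentration at half of the fitted maximal effect; 0% = uninhibited 1x PFK enzyme wells and -100% = no-enzyme wells; nearly all actives have a fitted effect of over 60% in size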
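Compounds were pin-transferred as a titration series up to 57 uM into substrate buffer (0.5 mM F6P, 0.1 mM ATP, pH 8.0), then 1.25 nM PFK was added and reactions ran 45 min before ADP-Glo detection.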
Rab9 prom act: qHTS Assay for Rab9 Promoter Activators | 320,000 compounds, 2.8% hits | AID 485297, 2010 | Huh7 Rab9 promoter-luciferase reporter, luminescence, 24 h | Potency, µM (top dose mostly 9.22 µM), inactives show top-dose activation, negative = inhibition, hits mostly activators; further: potency means the concentration at half of the fitted maximal effect; % of control where 0% means no effect; nearly all actives have a fitted effect of over 60% in size
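Rab9 promoter-driven luciferase in stably transfected Huh7 cells; 1500 cells/well rested 2 h, exposed to compound in DMSO for 24 h at 37 °C, 5% CO2. Luminescence read 10 min after adding luciferase reagent at ambient temperature.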
FLuc counter: qHTS profiling assay for firefly luciferase inhibitor/activator using purifed enzyme and Km concentrations of substrates (counterscreen for miR-21 project); Luciferin 4-monooxygenase (Photinus pyralis), P08659; 360,000 compounds, 6.9% hits; purified FLuc, Km substrates, luminescence inhibition; Potency, µM (top dose mostly 57.5 µM), inactives show top-dose activity change, negative = inhibition, actives largely listed as inhibitors;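 further: potency means the concentration at half of the fitted maximal effect; plate controls were vehicle for no effect and reference inhibitor for full effect; nearly all actives have a fitted effect of over 55% in size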
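Purified P. pyralis luciferase (10nM final) with 10uM D-luciferin and 10uM ATP (Km levels) in 50mM Tris acetate pH 7.5, 10mM Mg acetate, 0.01% Tween-20, 0.05% BSA; qHTS 6-point titration, ~60 µM downward; luminescence read.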
TRPV1 agonist: HTS Assay for Compounds that Act as Agonists of the Vanilloid Receptor 1; AID 540275, 2011; TRPV1-expressing cells, Fluo-8 calcium influx, agonist mode; Transient receptor potential cation channel subfamily V member 1 (Homo sapiens), Q8NER1; 320,000 compounds, 0.19% hits; activation, % at 8.33 µM; in the data active means activation above about 80%; inconclusive means between about 30% and that limit; further: 0% is about no effect
Target sequence (Q8NER1 whole entry, looked up): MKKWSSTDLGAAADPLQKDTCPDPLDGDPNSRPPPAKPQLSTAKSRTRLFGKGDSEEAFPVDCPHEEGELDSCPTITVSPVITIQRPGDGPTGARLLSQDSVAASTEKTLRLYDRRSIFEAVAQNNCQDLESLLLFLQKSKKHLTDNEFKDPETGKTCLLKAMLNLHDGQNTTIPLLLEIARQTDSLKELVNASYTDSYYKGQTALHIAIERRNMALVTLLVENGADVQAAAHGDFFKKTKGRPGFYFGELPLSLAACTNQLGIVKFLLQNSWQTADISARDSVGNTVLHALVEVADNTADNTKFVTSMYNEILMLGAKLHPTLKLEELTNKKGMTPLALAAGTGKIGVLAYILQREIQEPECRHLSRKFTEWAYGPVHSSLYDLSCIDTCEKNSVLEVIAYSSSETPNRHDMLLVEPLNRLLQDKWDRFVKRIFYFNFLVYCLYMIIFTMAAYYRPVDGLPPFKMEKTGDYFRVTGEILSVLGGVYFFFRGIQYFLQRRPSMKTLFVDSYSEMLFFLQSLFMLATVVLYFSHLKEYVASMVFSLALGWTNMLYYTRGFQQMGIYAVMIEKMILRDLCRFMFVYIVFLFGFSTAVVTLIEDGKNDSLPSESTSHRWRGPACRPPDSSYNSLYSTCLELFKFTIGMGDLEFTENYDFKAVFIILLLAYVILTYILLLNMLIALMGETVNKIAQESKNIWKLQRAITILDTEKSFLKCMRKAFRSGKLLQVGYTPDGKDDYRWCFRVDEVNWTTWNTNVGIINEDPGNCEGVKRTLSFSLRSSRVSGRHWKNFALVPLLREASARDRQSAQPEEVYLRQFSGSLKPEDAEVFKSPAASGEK
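TRPV1-expressing cells were cultured overnight at 35.5C and loaded with Fluo-8 calcium dye for 40 to 90 min at room temperature. After a 10 s baseline, compound was added and calcium influx was read kinetically for 3 min (ex 480/em 520 nm).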
RORg inh: qHTS for inhibitors of ROR gamma transcriptional activity | 310,000 compounds, 5.4% hits | Potency, µM (top dose mostly 53.6 µM), for inactives: at the highest dose activity change, negative = inhibition, most hits filed as inhibitors | Drosophila S2 Gal4-RORgamma UAS-luciferase reporter, 20 h | AID 2551, 2010; further: potency means the concentration at half of the fitted maximal effect; on the % scale 0 is the no-effect control and ±100 the full control effect; nearly all actives have a fitted effect of over 60% in size
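In this cell-based reporter format, copper sulfate (700 uM final) drives Gal4–ROR gamma fusion expression from a metallothionein promoter in Drosophila Schneider cells; compounds preincubated 1 hr, reporter read after 20 hr at ambient temperature.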
p53 reactivation: qHTS assay for re-activators of p53 using a Luc reporter; H1299 p53-A138V BP100-luciferase reporter, luminescence, 24 h; Potency, µM (series often up to 92.2 µM), without a hit: top-dose activity change, positive = activation, actives largely listed as activators; 320,000 compounds, 0.063% hits; further: potency means the concentration at half of the fitted maximal effect; % of control where 0% means no effect; nearly all actives have a fitted effect of over 45% in size
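p53-null H1299 cells stably carrying temperature-sensitive p53-A138V and a BP100-luciferase reporter were pinned with compounds (4-point, 1:5 series) and held 24 hrs at 37 deg C. Luminescence was read 10 min after detection reagent.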
BRCA1 expr act: qHTS Assay to Identify Small Molecule Activators of BRCA1 Expression | MCF7-BRCA1-FFLuc reporter, luminescence, 48 h; response scale: scaled: vehicle 0%, 10 µM genistein 100% | Potency, µM (series often up to 46.1 µM), inactives show top-dose activation, most hits filed as activators | 380,000 compounds, 1.1% hits | AID 624202, 2012; further: potency means the concentration at half of the fitted maximal effect; nearly all actives have a fitted effect of over 80% in size; some results filed as inactive show a strong effect at the top dose
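Luminescence from a BRCA1-driven firefly luciferase in MCF7 cells was read after 48 h compound exposure at 37 C. Data normalized against DMSO and a 10microM genistein activation control, then curve-fitted across the titration.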
ELG1 DNA repair: qHTS screen for small molecules that inhibit ELG1-dependent DNA repair in human embryonic kidney (HEK293T) cells expressing luciferase-tagged ELG1; 330,000 compounds, 2.3% hits; Potency, µM (top dose mostly 46.1 µM), for the others: at the highest dose activity change, negative = inhibition, most hits filed as inhibitors; AID 504467, 2011; HEK293T ELG1-luciferase reporter, luminescence, 16 h; DNA damage induced by 5-fluorouridine; further: potency means the concentration at half of the fitted maximal effect; on the % scale 0 is the no-effect control and ±100 the full control effect; nearly all actives have a fitted effect of over 55% in size
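Reporter activity after DNA damage by 5-fluorouridine is monitored. Compound-treated cells incubate 16 hr at 37 °C, then ONE-Glo is added for 30 min before luminescence reading.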
ELG1 genotoxic: qHTS screen for small molecules that induce genotoxicity in human embryonic kidney (HEK293T) cells expressing luciferase-tagged ELG1; HEK293T ELG1-luciferase reporter, luminescence, 16 h; Potency, µM (highest dose often 46 µM), without a hit: at the highest dose activity change, positive = activation, hits mostly activators; 330,000 compounds, 1.3% hits; further: potency means the concentration at half of the fitted maximal effect; % of control where 0% means no effect; nearly all actives have a fitted effect of over 60% in size
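Genotoxic stress is detected as increased luminescence from luciferase-tagged ELG1 in HEK293T cells, measured with ONE-Glo after a 16 hr treatment at 37 °C.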
Gal4-VP16 FLuc: VP16 counterscreen qHTS for inhibitors of ROR gamma transcriptional activity | Drosophila S2 Gal4-VP16 UAS-luciferase, luminescence, 20 h | Potency, µM (top dose mostly 53.6 µM), for the others: at the top dose activity, negative = inhibition, actives largely listed as inhibitors | 310,000 compounds, 3.5% hits | AID 2546, 2010;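 further: Gal4-VP16 expression switched on by copper sulfate through the metallothionein promoter; potency means the concentration at half of the fitted maximal effect; on the % scale 0 is the no-effect control and ±100 the full control effect; nearly all actives have a fitted effect of over 50% in size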
Starred values were filed as active, the others as inactive; ? = inconclusive; . = no result given; [ ] = another dose, or the depositor's remark. Unless noted, the call rests on the fitted dose curve; in most records, active means well fitted curve in the direction sought with a large enough effect; inconclusive means small, poorly fitted or top-dose-only effect, or another doubt; inactive means no such curve, though single readings can be large; an effect the other way counts as inactive or inconclusive.

structure | NPC1 promoter act | Tb PFK block | Rab9 prom act | FLuc counter | TRPV1 agonist | RORg inh | p53 reactivation | BRCA1 expr act | ELG1 DNA repair | ELG1 genotoxic | Gal4-VP16 FLuc
COc1cc(C2N(C)C(=O)c3ccccc3N2C)ccc1O (centres undefined) | -4% | ? | 0% | 3% | -4 | -9%[1.91 µM] | . | 2% | 3% | -1% | -5%
COc1ccccc1NS(=O)(=O)c1ccc(N/N=C(\C)C(C)C)c([N+](=O)[O-])c1 | -7% | 0% | -10% | 9% | -2 | 17% | -3% | -47% | 16% | 8% | ?
CSc1ccccc1NC(=O)CSc1nnnn1-c1ccccc1SC | 0% | -6% | -3% | 3% | -3 | -23% | -11% | 4% | ? | -14% | -4%
COCCn1c(-c2cc(OC)c(OC)c(OC)c2)nc2oc3ccccc3c(=O)c2c1=O | -1% | -1% | 2% | 0% | 1 | -7% | 4% | 4% | -13% | -9% | 6%
N#C/C(C(=O)Oc1ccccc1)=C1/Nc2ccccc2-c2ccccc21 | -6% | 1% | 5% | 1% | 3 | -13% | 1% | -24% | -11% | 2% | 1%
COC(=O)CC1C(=O)NCCN1C(=O)CSc1nc2ccccc2o1 (centres undefined) | -5% | 7% | -7% | 4% | -2 | 25% | 2% | 1% | -16% | -3% | 2%
O=C(COC(=O)c1ccccc1Cl)NC1CCCCCCC1 | -2% | -4% | -5% | 12µM* | ? | . | 15% | -1% | 14% | 1% | .
COC(=O)c1c(NC(=O)COC(=O)Cn2cnc3ccccc32)sc(C)c1C | 0% | -3% | 0% | -1% | 1 | -4% | -13% | -6% | 15% | 4% | -18%
CCCC(C(=O)NC(C)(C)C)N(C(=O)c1snc(C(N)=O)c1N)c1ccc2c(c1)OCCO2 (centres undefined) | -5% | 1% | 10% | ? | ? | -16% | 3% | 19% | ? | ? | 6%
O=C(NC(=O)c1csnn1)Nc1ccccc1Cl | 25% | 2% | ? | -22% | -1 | 10% | 24% | 63% | ? | ? | 3%
O=C(/C=C/c1cccnc1)c1ccc([N+](=O)[O-])cc1 | -6% | -6% | 0% | -5% | -1 | ? | -18% | -26% | -10% | 2% | ?
Cc1ccc(C)c(N(C)S(=O)(=O)c2cccc3nsnc23)c1 | -4% | 0% | -9% | 9% | 0 | -27% | -5% | -1% | -12% | 0% | -7%
Cc1ccc(C(=O)N2CCN(CCNC(=O)C(=O)NCc3ccc(Cl)cc3)CC2)cc1 | -6% | -4% | -17% | 0% | 1 | 27% | -9% | -4% | ? | -9% | 6%
O=C(NC(=S)NCCC1=CCCCC1)c1cncc(Br)c1 | 0% | -13% | 13% | -15% | ? | 4.5µM* | 24% | 13% | 26% | 7% | 8.9µM*
CCOc1ccc(S(=O)(=O)N2CN3CCN(C3)C2)cc1 | -1% | -1% | 11% | 0% | -6 | ? | . | -9% | ? | -4% | 4%
CCOC(=O)c1cc2c(ccn2-c2ccc(F)cc2)n1CC(=O)N1CCN(C(=O)c2ccco2)CC1 | -3% | 0% | 0% | 0% | 0 | -5% | -2% | -15% | ? | 9% | -7%
COc1ccc(S(=O)(=O)N2CCCN(CC(=O)C(C)(C)C)CC2)cc1 | -1% | -4% | -1% | 0% | . | -19% | 3% | 6% | ? | -3% | -4%
COC(=O)Cn1cnc2scc(-c3ccc(C)c(C)c3)c2c1=O | -1% | -1% | 5% | 7% | 9 | 32% | . | 5% | -15% | 0% | 0%
CCOc1ccc(C(O)C(CN2CCOCC2)c2ccccc2)cc1 (centres undefined) | -3% | 4% | -3% | 3% | -8 | 26% | -4% | -24% | 0% | -6% | -16%
Cc1cc(OC(C)C(=O)NCCCN2CCOCC2)c2c(C)c(C)c(=O)oc2c1 (centres undefined) | -3% | -7% | 8% | 3% | 0 | -31% | -10% | 1% | ? | 6% | -8%

Eight compounds out of the list, sorted by formula weight, lowest first.
structure | NPC1 promoter act | Tb PFK block | Rab9 prom act | FLuc counter | TRPV1 agonist | RORg inh | p53 reactivation | BRCA1 expr act | ELG1 DNA repair | ELG1 genotoxic | Gal4-VP16 FLuc
O=C(/C=C/c1cccnc1)c1ccc([N+](=O)[O-])cc1 | -6% | -6% | 0% | -5% | -1 | ? | -18% | -26% | -10% | 2% | ?
COC(=O)Cn1cnc2scc(-c3ccc(C)c(C)c3)c2c1=O | -1% | -1% | 5% | 7% | 9 | 32% | . | 5% | -15% | 0% | 0%
Cc1ccc(C)c(N(C)S(=O)(=O)c2cccc3nsnc23)c1 | -4% | 0% | -9% | 9% | 0 | -27% | -5% | -1% | -12% | 0% | -7%
CCOc1ccc(C(O)C(CN2CCOCC2)c2ccccc2)cc1 (centres undefined) | -3% | 4% | -3% | 3% | -8 | 26% | -4% | -24% | 0% | -6% | -16%
O=C(NC(=S)NCCC1=CCCCC1)c1cncc(Br)c1 | 0% | -13% | 13% | -15% | ? | 4.5µM* | 24% | 13% | 26% | 7% | 8.9µM*
Cc1cc(OC(C)C(=O)NCCCN2CCOCC2)c2c(C)c(C)c(=O)oc2c1 (centres undefined) | -3% | -7% | 8% | 3% | 0 | -31% | -10% | 1% | ? | 6% | -8%
Cc1ccc(C(=O)N2CCN(CCNC(=O)C(=O)NCc3ccc(Cl)cc3)CC2)cc1 | -6% | -4% | -17% | 0% | 1 | 27% | -9% | -4% | ? | -9% | 6%
CCOC(=O)c1cc2c(ccn2-c2ccc(F)cc2)n1CC(=O)N1CCN(C(=O)c2ccco2)CC1 | -3% | 0% | 0% | 0% | 0 | -5% | -2% | -15% | ? | 9% | -7%

(more compounds)
structure | NPC1 promoter act | Tb PFK block | Rab9 prom act | FLuc counter | TRPV1 agonist | RORg inh | p53 reactivation | BRCA1 expr act | ELG1 DNA repair | ELG1 genotoxic | Gal4-VP16 FLuc
CN(C)N=Nc1ccc(S(=O)(=O)NC(Cc2ccccc2)C(=O)O)cc1 (centres undefined) | -4% | 3% | -3% | 5% | -6 | -45% | . | -15% | ? | -1% | -5%
CN(C)c1ccnc2sc3c(NCC(O)CO)ncnc3c12 (centres undefined) | 1% | -1% | -4% | 5% | -4 | 5% | -6% | 17% | -7% | 4% | -15%
O=C(O)c1ccc(/C=N/NC(=O)c2cc(-c3ccc4c5c(cccc35)CC4)n[nH]2)cc1 | -4% | 2% | -7% | 21µM* | -2 | 34% | -5% | 11% | -6% | -2% | -3%
O=C(Nc1ccc(O)c(-c2nc3ccccc3o2)c1)C1(c2ccccc2)CCCC1 | -9% | -4% | -5% | -5% | 1 | 5.6µM* | 6% | -49% | 1% | -6% | 8.9µM*
CC1=NN(C(=O)Cc2ccccc2)C(O)(c2ccccc2)C1 (centres undefined) | 2% | 4% | -10% | -2% | -19 | 13% | -2% | 4% | -1% | ? | 3%
C(=N\c1nc2ccccc2[nH]1)/c1cccs1 | -4% | -1% | 0% | 1.1µM* | -2 | -9% | 2% | 0% | 13% | 1% | 3%
CC(C)CCNC(=O)c1cc(-c2ccncc2)nc2ccc(S(=O)(=O)N3CCOCC3)cc12 | 0% | 5% | 2% | -6% | 4 | -25% | 6% | 2% | 3% | 2% | -14%
Cc1cc(C)nc(SCC(=O)Nc2nonc2N)n1 | -1% | 0% | 10% | 3% | -3 | -14% | -2% | -9% | -2% | -4% | -3%[10 µM]
CC(=O)c1sc(NC(=O)CCN2C(=O)c3ccccc3C2=O)nc1C | -5% | 3% | -4% | 2% | 2 | 29% | -3% | 1% | 9% | -7% | 0%
CC(=O)NCCOc1cccc(OCCNC(C)=O)c1 | -1% | -4% | 2% | 2% | 1 | -31% | 9% | -1% | 6% | 0% | -6%
Cc1occc1C(=O)N/N=C/c1ccc(Br)s1 | ? | -7% | 2.8µM* | 15µM* | ? | 6.3µM* | 4% | 8.9µM* | ? | ? | 10µM*
CCOC(=O)Cn1c(=O)c2c(nc3n2CCCCN3c2ccc(C)cc2)n(C)c1=O | 1% | -14% | -4% | 4%[2.3 µM] | 2 | 25% | -6% | -10% | -7% | -4% | 1%

From PubChem BioAssay
